PRMT1 FP inh = PRMT1 (human) inhibition, primary screen; 370,000 tested, 1.3% active; AID 652257; Q99873; recombinant PRMT1, activity-based probe fluorescence polarization; inhibition, % at 2.79 µM;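 active means inhibition above about 21% made by adding two undisclosed values, limit read from the data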
Tn6 DDE FP = DD(E)-Tn6 binding inhibition, primary FP screen | P02675 | Fibrin DD(E) TRITC-Tn6 fluorescence polarization displacement | inhibition, % at 8.3 µM | 370,000 tested, 0.21% active | AID 720509;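 active means inhibition above a per-campaign cutoff: mean of compounds within control limits plus 3 SD, cut at about 15% in these data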;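 further: 0% = median of all compound wells on the plate and 100% = blocking peptide control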
MBD2 inh = inhibitors of human MBD2 binding to methylated oligonucleotide. AID 686964. inhibition, % at 4.4 µM. 370,000 tested, 0.31% active. TR-FRET. Q9UBB5; in the data active means inhibition above about 13%
proKLK7 act = proKLK7 (human) activation, primary screen. purified proKLK7, EDANS-DABCYL substrate fluorescence; 100% is mature enzyme control, 0% vehicle. activation, % at 7 µM. 370,000 tested, 0.9% active;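 active means activation above the mean of all tested compounds plus 3 SD, computed per campaign excluding outliers beyond control limits, cut at about 13% in these data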
Target sequence (P49862 whole entry, looked up): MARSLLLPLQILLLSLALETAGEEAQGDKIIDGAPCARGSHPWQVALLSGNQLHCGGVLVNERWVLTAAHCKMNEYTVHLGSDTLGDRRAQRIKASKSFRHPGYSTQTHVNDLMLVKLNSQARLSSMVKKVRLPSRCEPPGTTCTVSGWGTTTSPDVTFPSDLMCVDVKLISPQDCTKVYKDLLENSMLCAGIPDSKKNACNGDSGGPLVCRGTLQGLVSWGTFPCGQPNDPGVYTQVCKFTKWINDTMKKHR
DDE Tn7 FP inh = inhibitors of Tn7 peptide binding to human fibrin DD(E) | P02675 | FP displacement of FITC-Tn7 peptide from fibrin DD(E); 0% = median of compound wells per plate | inhibition, % at 8.3 µM | 370,000 tested, 0.13% active | AID 720508;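 active means inhibition above the mean of compounds falling within the control limits plus 3 SD of them, cut at about 14% in these data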;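 further: 0% = plate median of compound wells and 100% = 10 µM Aha-Tn7 peptide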
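assay system = human clot-derived fibrin DD(E) complex | quantity = Fibrin-DD(E) at 2 µM final | timing = 10 min preincubation, 3 h with tracer, room temperature | signal = fluorescence polarization | measure = percent inhibition | benchmarks = high control wells with 10 µM unlabelled Aha-Tn7 peptide (full inhibition) | replicates = singlicate testing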
LEDGF integ inh = blocks HIV-1 LEDGF/p75-dependent DNA integration; inhibition, % at 3.7 µM; 370,000 tested, 0.64% active; TR-FRET IN-LEDGF/p75 DNA integration, Eu/Cy5;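 active means inhibition above the screen-wide mean plus 3 SD, cut at about 13% in these data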;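 further: signal is the Cy5 over europium emission ratio at 671 and 618 nm; 0% = plate median of compound wells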
TCR-CD3 inh = human TCR-CD3 binding inhibition. TAMRA-labeled TCR probe fluorescence, biochemical. inhibition, % at 9.4 µM. 360,000 tested, 0.37% active; in the data active means inhibition above about 19%;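 further: recombinant mutant TCR 2C K166C tagged with TAMRA read by polarization; 0% = receptor in buffer alone and 100% = receptor with positive control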
UHRF1 MBD2 ctr = human UHRF1 methylated DNA binding inhibitors; AID 687016; 370,000 tested, 0.75% active; UHRF1 binding to methylated oligo, TR-FRET; inhibition, % at 4.4 µM; in the data active means inhibition above about 21%;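 further: UHRF1 SRA domain binding a hemimethylated CpG hairpin DNA probe; 0% = median of test compound wells and 100% = reference inhibitor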
Target sequence (Q96T88 whole entry, looked up, the tested form may be a part): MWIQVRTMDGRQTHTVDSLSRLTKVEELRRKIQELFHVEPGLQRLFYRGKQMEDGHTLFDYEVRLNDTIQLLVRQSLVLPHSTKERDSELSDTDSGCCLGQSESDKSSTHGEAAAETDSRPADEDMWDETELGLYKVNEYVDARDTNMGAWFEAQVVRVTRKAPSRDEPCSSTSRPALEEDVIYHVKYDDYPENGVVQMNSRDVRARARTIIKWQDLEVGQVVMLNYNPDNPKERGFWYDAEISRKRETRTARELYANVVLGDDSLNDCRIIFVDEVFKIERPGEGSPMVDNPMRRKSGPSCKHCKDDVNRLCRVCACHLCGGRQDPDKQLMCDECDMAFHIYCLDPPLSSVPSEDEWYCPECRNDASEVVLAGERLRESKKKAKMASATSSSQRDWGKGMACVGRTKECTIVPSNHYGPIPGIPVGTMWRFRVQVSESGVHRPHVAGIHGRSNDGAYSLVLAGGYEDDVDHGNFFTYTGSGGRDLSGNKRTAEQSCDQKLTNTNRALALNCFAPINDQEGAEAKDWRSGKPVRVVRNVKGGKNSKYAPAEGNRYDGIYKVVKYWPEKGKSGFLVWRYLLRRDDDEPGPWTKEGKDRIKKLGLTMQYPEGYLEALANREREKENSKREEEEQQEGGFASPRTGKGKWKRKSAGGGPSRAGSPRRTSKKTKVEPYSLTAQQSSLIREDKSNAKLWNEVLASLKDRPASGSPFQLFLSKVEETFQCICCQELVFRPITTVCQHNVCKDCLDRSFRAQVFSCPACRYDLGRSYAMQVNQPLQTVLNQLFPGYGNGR
TDP2 absorb = blocks human TDP2 phosphodiesterase activity | O95551 | AID 720702 | recombinant TDP2, T5PNP hydrolysis, p-nitrophenol absorbance 415 nm | inhibition, % at 12.8 µM | 370,000 tested, 0.34% active;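 active means inhibition above the mean of all tested compounds plus 3 SD, set per campaign, cut at about 25% in these data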;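 further: 0% = DMSO with enzyme and 100% = buffer with substrate but no TDP2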
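System: recombinant human TDP2 / Amount: 120 nM TDP2 per well / Also added: 5 mM T5PNP chromogenic substrate / Doses: 12.8 µM single point, 1% DMSO / Incubation: 2 h at 37 °C / Detection: p-Nitrophenol epi absorbance / Evaluation: % inhibition relative to enzyme-containing and enzyme-free wells / Repeats: singlicate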
SIAE primary = inhibitors of human sialic acid acetylesterase SIAE; Q9HAT2; SIAE FP-Rh probe binding, fluorescence polarization; inhibition, % at 9.66 µM; 370,000 tested, 0.69% active; AID 1053197;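 active means inhibition above a cutoff: mean of compounds within the control limits plus 3 SD of those, cut at about 17% in these data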;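 further: 0% = plate median of compound wells and 100% = probe without SIAE protein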
The depositor's hits bear a star.

SMILES | PRMT1 FP inh | Tn6 DDE FP | MBD2 inh | proKLK7 act | DDE Tn7 FP inh | LEDGF integ inh | TCR-CD3 inh | UHRF1 MBD2 ctr | TDP2 absorb | SIAE primary
O=C(Nc1ccc2c(c1)nc1n2CCN(Cc2ccccc2)C1)NC1CCCCC1 | 3 | 4 | 3 | -11 | -1 | -2 | -7 | -2 | 4 | -2
CN1CCN(c2nc(-c3cccnc3)nc3ccccc23)CC1 | -1 | 8 | 4 | 3.0 | 3 | 0 | -6 | 2 | 4 | -1
O=C(/C=C/c1ccco1)Nc1cccc(S(=O)(=O)N2CCOCC2)c1 | -1 | -5 | 2 | 0.2 | 1 | 1 | -2 | 19 | 16 | 6
CC(=O)Nc1ccc(-c2cc(-c3ccc(NC(C)=O)cc3)nc(-c3ccc(NC(C)=O)cc3)n2)cc1 | -1 | -8 | -3 | 3.5 | -6 | 0 | 9 | -3 | 3 | -73
Cc1ccc(/C=C/C(=O)NC2CCCCCCC2)o1 | 50* | -5 | -1 | -0.7 | 8 | -2 | -3 | 5 | 8 | 6
CN1/C(=C\C(=O)C[n+]2cccc(Br)c2)C(C)(C)c2ccccc21 | 0 | 5 | -2 | -0.1 | -8 | -2 | 1 | -1 | 12 | 1
CCOC(=O)C1C(c2cc(OC)c(OC)c(OC)c2)NC(=S)NC1(O)C(F)(F)F (stereo not given) | 5 | 4 | 10 | -0.3 | 1 | 0 | -2 | 1 | 7 | 4
CCOc1ccc(NC(=O)CN(C)C(=O)CC2CCCC2)cc1OCC | -5 | -6 | 0 | -0.6 | 6 | 1 | 3 | -1 | -7 | 3
Nc1nonc1-n1nnc(C(=O)N/N=C/c2cc(Cl)ccc2O)c1CN1CCCCCC1 | -4 | 5 | 2 | 0.3 | -8 | 2 | 9 | 0 | 0 | 1
CCOC(=O)CNS(=O)(=O)c1cc(-c2n[nH]c(=O)c3ccccc23)ccc1C | 2 | -2 | -5 | -0.2 | -3 | -6 | 3 | 3 | -9 | -5
CCOc1ccccc1C(=O)NCCN1CCC(n2c(=O)[nH]c3ccccc32)CC1 | 3 | -4 | 6 | -0.2 | -1 | -4 | -2 | 1 | 1 | -2
Clc1cccc(-c2nc(-c3ccc(-c4nn[nH]n4)cc3)no2)c1 | -2 | 2 | -6 | -0.2 | -9 | 2 | 8 | -1 | -2 | -26
O=C(Nc1cc(S(=O)(=O)N2CCOCC2)ccc1N1CCOCC1)c1cccc(S(=O)(=O)N2CCCCC2)c1 | -1 | 0 | 2 | 0.6 | -4 | 3 | 0 | 0 | 5 | 1
C=CCN=C1NC(c2ccc(Cl)cc2)C(C(=O)OC)=C(C)N1Cc1cccc(C(F)(F)F)c1 (stereo not given) | -1 | 2 | 3 | 0.2 | 3 | -3 | 3 | -1 | -10 | 0
COc1ccc(C(C(=O)NC2CCCC2)N(C(=O)c2snc(C(N)=O)c2N)c2ccccc2OC)cc1OC (stereo not given) | 3 | 2 | 5 | 4.3 | -8 | -2 | 1 | 2 | 0 | -6
CC1CC(C)CN(C(=O)c2cccc3c2-c2ccccc2C3=O)C1 (stereo not given) | 2 | 3 | 1 | 0.4 | 4 | 0 | -1 | -3 | 4 | -8
CCOC(=O)c1ccc(NC(=O)Cc2coc3cc4c(cc23)CCC4)cc1 | 2 | -1 | 4 | -0.5 | 7 | -1 | 4 | 0 | 5 | -101
COc1ccc(-c2noc(CN3CCOCC3)n2)cc1OC | 1 | 2 | 1 | -0.1 | 0 | -1 | -1 | 1 | 2 | -2
Cc1nc2ccc(-c3nc4cc(N)ccc4o3)cc2[nH]1 | -1 | -2 | -3 | 28* | -2 | -3 | -1 | -9 | 4 | -4
COc1cc(/C=N/NC(=O)c2sc(N)c(C#N)c2C)ccc1O | -4 | -12 | -1 | 0.4 | 2 | -1 | 3 | -3 | 6 | -2

Grouped by structure: the compounds so far with fluorine.
SMILES | PRMT1 FP inh | Tn6 DDE FP | MBD2 inh | proKLK7 act | DDE Tn7 FP inh | LEDGF integ inh | TCR-CD3 inh | UHRF1 MBD2 ctr | TDP2 absorb | SIAE primary
CCOC(=O)C1C(c2cc(OC)c(OC)c(OC)c2)NC(=S)NC1(O)C(F)(F)F (stereo not given) | 5 | 4 | 10 | -0.3 | 1 | 0 | -2 | 1 | 7 | 4
C=CCN=C1NC(c2ccc(Cl)cc2)C(C(=O)OC)=C(C)N1Cc1cccc(C(F)(F)F)c1 (stereo not given) | -1 | 2 | 3 | 0.2 | 3 | -3 | 3 | -1 | -10 | 0

(more compounds)
SMILES | PRMT1 FP inh | Tn6 DDE FP | MBD2 inh | proKLK7 act | DDE Tn7 FP inh | LEDGF integ inh | TCR-CD3 inh | UHRF1 MBD2 ctr | TDP2 absorb | SIAE primary
CCOC(=O)C1(C)CCCN(C(=O)c2ccc(-c3ccccc3)cc2)C1 (stereo not given) | -1 | -1 | 1 | -0.2 | -2 | 3 | 0 | 0 | -7 | -5
Cc1[nH]nc2cn[nH]c12 | -3 | 3 | -4 | -0.2 | -13 | 1 | 7 | -3 | 2 | -5
O=C(COC(=O)CC(c1ccccc1)c1ccccc1)Nc1c(F)cccc1F | -2 | 0 | -1 | 0.3 | -3 | 2 | 3 | 3 | -3 | -7
O=C(O)c1cccc(-c2nnn(Cc3ccccc3)n2)c1 | -2 | 7 | -2 | -0.2 | -7 | -3 | 0 | -3 | 9 | 6
CCSc1ccc2nnc(-c3cccs3)n2n1 | -3 | -3 | -4 | 0.9 | -4 | 0 | 2 | -10 | 4 | 0
CCCNC(=O)OCCC12CC3CC(CC(C3)C1)C2 | 2 | 1 | -1 | 0.1 | -6 | 0 | 2 | 1 | -6 | -9
Cc1ccccc1OCC(O)CN (stereo not given) | 1 | -6 | 2 | 0.0 | -10 | 6 | -2 | 0 | -2 | 0
CCc1ccc(OCC(=O)NC2CC(C)(C)NC(C)(C)C2)cc1 | 6 | -5 | 2 | -0.1 | 8 | -5 | -8 | 2 | -10 | -5
O=C(c1ccc(F)cc1Cl)N1CCN(S(=O)(=O)c2cccs2)CC1 | 0 | 0 | -4 | 0.2 | 2 | 3 | 2 | -1 | -4 | 2
Cc1ccc(NCc2nnc(SCC(=O)NNC(=O)Cc3ccccc3)n2C)cc1 | -1 | -7 | -1 | -0.1 | 0 | 0 | -3 | -2 | 2 | 6
O=C(CCN1C(=O)CSc2ccccc21)Nc1cccc(C(F)(F)F)c1 | 0 | 1 | -8 | -0.2 | 8 | -1 | 2 | -1 | 5 | 4
CC(C)CN1CCC(CN2CCNC(=O)C2=O)CC1 | -1 | -1 | -4 | -0.1 | 8 | 2 | 3 | -2 | 3 | -3
O=C(N/C(=C/c1ccccc1)C(=O)N1CCCCCC1)c1ccccc1 | 2 | 2 | 0 | -0.3 | 0 | -3 | -6 | 0 | -2 | 4
CSCc1cccc(C(=O)OC(C)C(=O)Nc2c(C)n(C)n(-c3ccccc3)c2=O)c1 (stereo not given) | -1 | 3 | -1 | 0.6 | -5 | 4 | 8 | 0 | -1 | 0
COc1cc(C(=O)OC(C)C(=O)NCC2CCCCC2)cc(NC(=O)c2ccco2)c1OC (stereo not given) | -5 | -3 | 1 | -0.2 | -3 | 3 | 3 | 4 | -9 | -12
COc1ccc(NC2=CC(c3ccccc3)N(c3ccc(OC)cc3)C2=O)cc1 (stereo not given) | -2 | 7 | -2 | 0.9 | -4 | -3 | -5 | -4 | -3 | 9
N#CC(=Cc1cccs1)c1nc(-c2ccc(Cl)cc2)cs1 | -1 | -4 | 2 | -0.2 | -8 | 3 | 10 | -1 | -8 | -12
O=C(/C=C/c1ccc([N+](=O)[O-])cc1)N1CCN(S(=O)(=O)c2ccccc2)CC1 | -3 | -4 | -1 | -0.3 | -6 | -1 | 3 | -1 | 1 | 3
C=CCNc1oc(-c2ccco2)nc1S(=O)(=O)c1ccccc1 | 5 | 1 | -5 | 0.4 | 1 | 3 | 1 | 0 | 12 | 10
COc1cc(O)c(/C=N/NC(=O)c2ccncc2)c(OC)c1[N+](=O)[O-] | 1 | -4 | 5 | 0.0 | 6 | -1 | 19* | -1 | -6 | 2

Reformatted with values under each structure: nine of the compounds above
Values in the order: PRMT1 FP inh, Tn6 DDE FP, MBD2 inh, proKLK7 act, DDE Tn7 FP inh, LEDGF integ inh, TCR-CD3 inh, UHRF1 MBD2 ctr, TDP2 absorb, SIAE primary
> O=C(Nc1ccc2c(c1)nc1n2CCN(Cc2ccccc2)C1)NC1CCCCC1
    3, 4, 3, -11, -1, -2, -7, -2, 4, -2
> CN1CCN(c2nc(-c3cccnc3)nc3ccccc23)CC1
    -1, 8, 4, 3.0, 3, 0, -6, 2, 4, -1
> O=C(/C=C/c1ccco1)Nc1cccc(S(=O)(=O)N2CCOCC2)c1
    -1, -5, 2, 0.2, 1, 1, -2, 19, 16, 6
> CC(=O)Nc1ccc(-c2cc(-c3ccc(NC(C)=O)cc3)nc(-c3ccc(NC(C)=O)cc3)n2)cc1
    -1, -8, -3, 3.5, -6, 0, 9, -3, 3, -73
> Cc1ccc(/C=C/C(=O)NC2CCCCCCC2)o1
    50*, -5, -1, -0.7, 8, -2, -3, 5, 8, 6
> CN1/C(=C\C(=O)C[n+]2cccc(Br)c2)C(C)(C)c2ccccc21
    0, 5, -2, -0.1, -8, -2, 1, -1, 12, 1
> CCOC(=O)C1C(c2cc(OC)c(OC)c(OC)c2)NC(=S)NC1(O)C(F)(F)F (stereo not given)
    5, 4, 10, -0.3, 1, 0, -2, 1, 7, 4
> CCOc1ccc(NC(=O)CN(C)C(=O)CC2CCCC2)cc1OCC
    -5, -6, 0, -0.6, 6, 1, 3, -1, -7, 3
> Nc1nonc1-n1nnc(C(=O)N/N=C/c2cc(Cl)ccc2O)c1CN1CCCCCC1
    -4, 5, 2, 0.3, -8, 2, 9, 0, 0, 1

Further entries follow:
SMILES | PRMT1 FP inh | Tn6 DDE FP | MBD2 inh | proKLK7 act | DDE Tn7 FP inh | LEDGF integ inh | TCR-CD3 inh | UHRF1 MBD2 ctr | TDP2 absorb | SIAE primary
COc1ccc(C(=O)NNC(=O)Cc2nc3ccccc3n2C)cc1 | 1 | -1 | 1 | -0.7 | 1 | -2 | -5 | -1 | -4 | 1
COc1cccc(C2NC(=O)NC(O)(C(F)(F)F)C2C(=O)c2cccnc2)c1OC (stereo not given) | 2 | -6 | 3 | -0.6 | -3 | -2 | -7 | -1 | 5 | 1
C[C@H]1CCCCO[C@H](CN(C)C(=O)Nc2ccc(F)cc2)[C@@H](C)CN([C@@H](C)CO)C(=O)c2cc(NC(=O)Nc3ccc4c(c3)OCO4)ccc2O1 | 6 | 3 | -6 | 0.2 | 0 | -2 | 0 | 1 | -8 | 11
CC[C@H](C)[C@H](NC(=O)OCc1ccccc1)C(=O)OCC(=O)N(C)CC(=O)Nc1ccccc1Cl | 1 | 0 | -4 | -0.1 | 0 | -1 | 4 | -1 | 3 | 0
CC(=O)C(/C=N/c1ncc(C(F)(F)F)cc1Cl)=C(\C)O | -8 | 7 | 5 | 0.2 | -4 | 5 | 5 | -1 | -2 | -1
Cc1cc(C(=O)Nc2ccc(S(=O)(=O)Nc3nccs3)cc2)c(C)o1 | -1 | 1 | 0 | -0.2 | 1 | -1 | 10 | -2 | 4 | -8

Bioassay records (PubChem)

Compounds were not picked by outcome; about 4.6% have a hit in one of these screens.
